# CFTR F508del cor: CFTR F508del correction in bronchial cells. activity (quench increase), % at 7.58 µM. CFBE cells, YFP halide quenching; stimulated with forskolin plus potentiator P3; % fluorescence drop versus neutral controls. AID 720511. hit rate 0.36% among 350,000;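 active = mean added fluorescence quench of at least 8% versus neutral control, with both replicates also reaching 8%; inconclusive = only one of the mean or replicate conditions met; inactive = mean below 8% and not both replicates reaching 8%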;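 also: cells transiently co-express mutant CFTR-F508del with the halide-sensitive YFP; corrector assay measuring rescue of mutant channel to the surface after 24 h compound exposure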
# FN deposit inh: fibronectin deposition inhibition. AH1F fibroblasts, Alexa488-fibronectin deposition fluorescence, overnight. hit rate 0.086% among 350,000. inhibition, % at 12.6 µM;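 active = mean inhibition across replicates of 30% or more, regardless of how many single replicates reach that level; inconclusive = mean under 30% yet at least half of replicates reach 30%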;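 also: positive control wells lacked labelled fibronectin entirely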
#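 Material – AH1F fibroblast monolayer, labelled fibronectin deposition · Reagent – labelled fibronectin 24 nM · Timing – 1 h adhesion, overnight exposure · Measured by – fluorescence at 485 nm excitation, 525 nm emission · Read-out – inhibition of fibronectin deposition signal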
# Statin myotox sup: protects C2C12 myotubes from simvastatin toxicity. ATP luminescence, 48 h; scaled: DMSO 0, geranylgeraniol control 100. rescue of ATP level, % at 7.49 µM. hit rate 0.78% among 330,000. AID 602340;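 active = mean ATP rescue above about 67%, or every replicate alone reaching that limit, limit read from the data, passing the limit was not always enough; inconclusive = no clear call, values can overlap the other calls; inactive = mean under the limit and some replicate under it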;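 also: myotubes were challenged with 10 µM simvastatin during compound exposure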
# Cneo AK release: causes C. neoformans cell lysis | hit rate 0.2% among 360,000 | lysis activity, % at 15 µM | adenylate kinase release luminescence, 4 h; normalised: neutral wells 0, clomiphene wells 100;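 active = mean lysis activity across replicates of at least 80%, whatever share of replicates individually reach that level; inactive = mean lysis activity below 80%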
#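 Material – Cryptococcus neoformans yeast cells · Quantity – 5 × 10^6 yeast cells/mL · Buffer or medium – YPD medium · Compound – single dose · Timing – 4 h static compound exposure, 37 °C, read 1 h post-reagent · Signal – adenylate kinase release luminescence · Read-out basis – lysis from increased AK signal · Benchmarks – Clomiphene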
# INS-1E GSIS act: GLuc luminescence reporter in INS-1E cells, primary screen for activators of glucose-dependent secretion of insulin; INS-1E GLuc reporter insulin secretion, 2-3 h; activation, % at 16.6 µM; hit rate 0.61% among 370,000; AID 743287;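 active = lowest replicate activation of at least 40%, so every replicate reaches that level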;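 also: 0% = median of neutral control wells and 100% = median of IBMX positive control wells; some compounds called inactive have numbers as strong as hits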
# miR-122 sensor: blocks miR-122 activity in Huh7 sensor cells; Huh7 miR-122 Renilla luciferase sensor, 48 h; neutral wells = 0, positive control = 100; AID 602342; hit rate 0.3% among 340,000; activation (reporter increase), % at 12.5 µM;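 active = mean replicate activation score at least 90 and every replicate individually at or above 90; inconclusive = only one of the two criteria met; inactive = neither criterion met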;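 also: higher luciferase means less miR-122 activity so hits act as miR-122 inhibitors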
# PGC1a acetyl inh: lowers PGC1a acetylation signal in U2OS cells; AlphaScreen anti-acetyl-lysine; with virally co-expressed GCN5 acetyltransferase; inhibition, % at 15.6 µM; hit rate 0.17% among 350,000; AID 651687;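 active = every replicate shows inhibition of at least 40%; inconclusive = mean inhibition at least 40% but some replicate below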;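 also: 0% = neutral control wells and 100% = positive control wells; some results beyond the cut were filed as inactive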
# PglD inh: blocks C. jejuni PglD acetyltransferase activity; purified PglD enzyme, DTNB colorimetric CoA detection; inhibition, % at 12.5 µM; hit rate 0.098% among 360,000; in the data active = inhibition above about 16%, passing the limit was not always enough; inconclusive = no clear call, values can overlap the other calls; also: strong numbers were not always called active
# An asterisk follows results filed as active; ? = inconclusive; · = no result given; [ ] = another dose, or the depositor's remark.
SMILES,CFTR F508del cor,FN deposit inh,Statin myotox sup,Cneo AK release,INS-1E GSIS act,miR-122 sensor,PGC1a acetyl inh,PglD inh
CCC(=O)OCC(=O)[C@@]1(OC(=O)CC)[C@@H](C)C[C@H]2[C@@H]3CCC4=CC(=O)C=C[C@]4(C)[C@@]3(Cl)[C@@H](O)C[C@@]21C,2.0,1,3,-2,·,6,2,4
COc1ccc(NC(=O)Nc2ccc3c(c2)C(=O)N([C@@H](C)CO)C[C@@H](C)[C@@H](CN(C)Cc2ccc4c(c2)OCO4)O3)cc1,-1.4,3,-24,-4,-23,0[16.7 µM],-1,-1
Cc1ccc(S(=O)(=O)N(c2ccccc2)C2CCS(=O)(=O)C2)cc1 (stereo unspecified),·,·,-9,-1,·,2,6,-10
Cc1ccc(S(=O)(=O)Nc2cccc3c2O[C@@H](CN(C)C(=O)Nc2ccc(C(F)(F)F)cc2)[C@@H](C)CN([C@@H](C)CO)C3=O)cc1,-0.1,-2,-67,0,-26,48[16.7 µM],5,-1
COc1cccc(-c2ccc3c(c2)[C@@H]2[C@@H](CCN2S(=O)(=O)c2ccc(F)cc2)[C@H](CO)N3C)c1,5.0,-14,-24,-3,-4,3[16.7 µM],-26,3
CCOc1cc(N2CCOCC2)c(OCC)cc1NC(=O)COC(=O)CCc1c[nH]c2ccccc12,·,·,-8,-2,·,3,-15,-4
O=C(NCCC1=CCCCC1)C1CCN(S(=O)(=O)c2cccc3nsnc23)CC1,·,·,·,-1,·,-10,8,3
C=CCn1c2ccccc2c2nnc(SCCN3CCCCC3)nc21,-2.2,8,-9,-3,45,0,5,2
Cc1cc(=O)n2[nH]c(NCc3c(F)cccc3Cl)nc2n1,0.7,-3,-5,0,-12,6,-6,0
COc1ccccc1N1CCN(C(=O)c2cc(-c3ccc(Cl)cc3)on2)CC1,·,-11,-9,0,-8,-4,1,3
O=C(C[C@H]1CC[C@H]2[C@@H](COC[C@@H](O)CN2S(=O)(=O)c2ccccc2)O1)Nc1ccc(-c2ccccc2)cc1,-1.7,2,20,-1,-7,-8[16.7 µM],-4,0
Cc1ccccc1NC(=O)CN1C(=O)N/C(=C\c2cccn2-c2cccc(C(=O)O)c2)C1=O,4.6,-1,·,·,1,·,5,·
CCC/C=C/c1ccc(CN2C(C(C)C)C(=O)N(Cc3cn(CCC4OCCO4)nn3)CCS2(=O)=O)cc1 (stereo unspecified),0.8,-9,6,-1,16,0,4,3
CO[C@@H](CN(C)S(=O)(=O)c1cn(C)cn1)[C@H](C)CN(C(=O)Nc1ccc(F)cc1)[C@@H](C)CO,-0.7,-2,1,9,-2,·,6,-4
COc1cc(C2NC(=O)NC(C)=C2C(=O)OCC2CCCO2)cc(OC)c1OC (stereo unspecified),·,0,7,-7,26,-4,-2,-6
CCc1ccc(CN2CCC(n3nccc3NC(=O)Cc3ccccc3)CC2)o1,-0.9,·,·,1,13,-14,3,1
Cc1cc(C)n(-c2nc3nonc3nc2-n2nc(C)cc2C)n1,·,·,-4,1,·,2,-5,5
COCCN(CC1CCCN(C2Cc3ccccc3C2)C1)C(=O)CCC(N)=O (stereo unspecified),3.6,5,4,5,-9,3,0,4
COc1ccc(CNC(=O)C2CCN(S(=O)(=O)c3cccc4nsnc34)CC2)cc1,1.2,-5,9,1,12,-7,6,-4
O=C(CSc1nnc(-c2cccnc2)o1)Nc1ccc(Br)cc1,-2.0,-2,-9,1,-7,-16,8,5
CCOc1cc(/C=C/c2nc3ccccc3s2)ccc1OCC(=O)N1CCOCC1,·,3,·,-6,83,-11,·,-4
CSc1ncccc1C(=O)OC(C)C(=O)Nc1cccc(S(=O)(=O)N2CCOCC2)c1 (stereo unspecified),3.9,-3,2,-2,·,0,8,7
Cc1cc(Cl)n2ncc(-c3ccccc3)c2n1,-0.9,5,13,-11,11,-5,-1,-10
Cc1cc(Nc2ccccc2F)n2ncnc2n1,4.2,-10,-2,-1,6,-2,7,3
CCOCCCNC(=O)NC12CC3CC(CC(C3)C1)C2,-1.2,·,17,-4,6,2,-3,-2
O=c1cc(Cc2nnc(SCc3ccccc3)n2-c2ccc(Cl)cc2)[nH]c(=O)[nH]1,1.5,2,2,·,-2,14,2,·
CN(C)CC(=O)Nc1ccc2c(c1)[C@@H]1C[C@@H](CC(=O)NCC3CC3)O[C@H](CO)[C@@H]1O2,0.3,9,-13,14,-3,0[16.7 µM],3,1
O=C(NCCc1c[nH]c2ccccc12)Nc1cccc2ccccc12,·,-4,9,2,·,-10,-2,1
CC(NC(=O)COC(=O)/C=C/c1ccc(Cl)cc1)c1ccccc1 (stereo unspecified),-3.3,-18,-3,5,-5,-4,·,-7
CCCCc1c(C(=O)O)cc(OC)cc1C(=O)O,·,1,-7,0,·,2,1,6

# Ordered by value in CFTR F508del cor (smallest number first): some entries from above.
SMILES	CFTR F508del cor	INS-1E GSIS act	miR-122 sensor	PGC1a acetyl inh	PglD inh
CC(NC(=O)COC(=O)/C=C/c1ccc(Cl)cc1)c1ccccc1 (stereo unspecified)	-3.3	-5	-4	·	-7
O=C(CSc1nnc(-c2cccnc2)o1)Nc1ccc(Br)cc1	-2.0	-7	-16	8	5
Cc1cc(Cl)n2ncc(-c3ccccc3)c2n1	-0.9	11	-5	-1	-10

# Later entries.
SMILES,CFTR F508del cor,FN deposit inh,Statin myotox sup,Cneo AK release,INS-1E GSIS act,miR-122 sensor,PGC1a acetyl inh,PglD inh
CC1(C(=O)NS(=O)(=O)c2ccc(Cl)s2)CCN1C(=O)C1CCCCC1 (stereo unspecified),2.4,-11,4,-7,12,·,·,-1
Cc1nc(C)c(C(=O)NCc2ccc(Cl)cc2)o1,-0.9,·,4,-1,·,·,-41,2
Cc1cccc(S(=O)(=O)Nc2nc3ccccc3nc2NCC2CCCO2)c1 (stereo unspecified),-2.3,4,·,0,-7,8,4,3
CCOC(=O)C1(Cc2ccc(OC)cc2)CCN(C(=O)c2ccoc2C)CC1,1.2,-5,·,-1,-12,·,·,0
Cc1ccc(C2(c3ccccc3)NC(=O)N(CC(=O)NC3CCS(=O)(=O)C3)C2=O)cc1C (stereo unspecified),1.7,0,4,-2,·,1,6,6
CCN(CCC(=O)Nc1ccc(Br)c(C)c1)Cc1ccccc1,·,·,-24,2,·,-5,-16,4
CC(OC(=O)CCC1CCCC1)C(=O)Nc1ccccc1[N+](=O)[O-] (stereo unspecified),-0.9,1,-15,0,13,-1,11,1
CCC1CN(C(=O)N2CCC(C(=O)NCc3ccco3)CC2)c2cc(C)ccc2O1 (stereo unspecified),0.3,-3,19,1,-20,7,-6,-3
COc1ccc(S(=O)(=O)N2C[C@H](O)COC[C@H]3O[C@H](CC(=O)N[C@H]4CCN(Cc5ccccc5)C4)CC[C@@H]32)cc1,1.8,-2,-44,-2,4,-1[16.7 µM],7,-3
CC(C)C(=O)Nc1ccc2c(c1)C(=O)N(C)[C@@H]1CC[C@@H](CC(=O)NCC3CC3)O[C@H]1CO2,-3.6,5,-18,0,6,-33[16.7 µM],-1,2
CCOc1ccc(NS(=O)(=O)c2cc(C(=O)NCCN3CCOCC3)ccc2C)cc1,3.5,-17,·,·,-6,10,5,·
O=C1C=C(Nc2ccccc2C(=O)O)c2ccccc2C1=O,1.1,3,14,-1,-47,13,-14,1
Cc1cccc2cc(C#N)c(SCC(=O)N3CCC(C)CC3)nc12,·,·,·,1,·,3,3,-11
C=CCN(c1ccc(C(=O)Nc2ccc(NC(C)=O)cc2)cc1)S(C)(=O)=O,-0.4,-12,0,0,3,-5,-2,5
CC(C)CSc1nc2c(c(=O)[nH]c(=O)n2C)n1CC(O)COc1cccc2ccccc12 (stereo unspecified),·,·,·,-2,·,11,-17,7
Cc1ccccc1OCC(=O)NCC(C)(C)N1CCOCC1,-0.1,-2,7,-1,24,·,-13,-2
NC(=O)c1ccc(NC(=O)COC(=O)c2ccc(Br)c(S(=O)(=O)N3CCOCC3)c2)cc1,5.3,-11,-2,1,-5,·,·,2
COC(=O)C[C@H]1C[C@@H]2c3cc(N(C)C)ccc3O[C@@H]2[C@@H](CO)O1,-0.8,-4,0,-6,-1,5[16.7 µM],5,3
CCOC(=O)c1cnc2c(C)c(C)ccc2c1NCCN1CCOCC1,1.1,-3,-35,-1,12,·,·,-4
COc1ccc(N2CC(C(=O)NCCC3=CCCCC3)CC2=O)cc1 (stereo unspecified),·,6,9,-13,-1,1,10,-2
C[C@H](CO)N1C[C@H](C)[C@@H](CN(C)Cc2ccc(C(=O)Nc3ccccc3N)cc2)Oc2ccc(NC(=O)Nc3cccc4ccccc34)cc2C1=O,-0.9,·,57,1,0,-3[16.7 µM],-6,1
O=Cc1c(NCc2ccccc2)c2ccccc2[nH]c1=O,-0.5,-5,4,3,43,-4,·,0
COC(=O)c1cccc(Oc2cccc(Cl)n2)c1,-2.0,-6,-7,0,6,2,0,-23
Cc1noc(C)c1COc1ccccc1C(=O)N1CCN(S(=O)(=O)c2cccc(Cl)c2)CC1,1.6,5,-8,4,-21,-2,·,-5
COc1ccc(-c2nc3c4ccccc4ccn3c2Cc2cccc(Cl)c2)cc1OC,0.2,14,14,0,7,9,-21,-1
CCOc1cccc(OCCOCCN2CCCC2)c1,·,·,11,1,·,2,-1,·
O=C(NNC(=O)c1ccc(SCC2CCCO2)c([N+](=O)[O-])c1)c1ccc(F)cc1 (stereo unspecified),·,10,4,-1,7,·,10,-2
COc1cc(/C=C/C(=O)OCC(=O)c2ccccc2)cc(OC)c1OC,-1.4,14,16,-1,-3,-17,-3,-5
COc1ccc(NC(=O)N(C)C[C@H]2OCCCC[C@H](C)Oc3ccc(NS(=O)(=O)c4ccc(Cl)cc4)cc3C(=O)N([C@@H](C)CO)C[C@H]2C)cc1,4.4,1,·,0,-2,0[16.7 µM],-4,-2
CO[C@H]1CN(C)C(=O)c2ccc(NC(C)=O)cc2OC[C@@H](C)N(CC2CCCCC2)C[C@H]1C,3.6,-4,-2,5,-3,·,-1,1
C#CCOCCOCCOCCNc1nc(N2CCN(C(=O)[C@H]([C@@H](C)CC)n3cc(CCCCN)nn3)CC2)nc(N2CCN(C(=O)[C@H](C)n3cc(CCCN=C(N)N)nn3)CC2)n1,-0.4,-2,-4,1,25,5,-1,1
Cc1cn(CC(C)C)c(=O)n(-c2ccccc2)c1=O,-3.8,3,5,2,51*,0,5,-6
CCNC(=O)C[C@H]1C=C[C@H](NS(=O)(=O)c2ccc(F)cc2)[C@@H](CO)O1,-2.1,5,-1,0,14,-3[16.7 µM],-3,1
O=C(c1cnc2ccccn2c1=O)N1CCc2ccccc21,0.7,·,-26,-2,7,-6,-2,3
CN(C)C(=O)c1cccc(-c2ccc([C@@H]3[C@@H](CO)N4CCCCN(S(C)(=O)=O)C[C@H]34)cc2)c1,-0.3,·,7,-2,16,-2[16.7 µM],4,6
CC(C)(C)Cc1nnc(NS(=O)(=O)c2ccc(F)cc2)s1,·,-2,·,-2,·,-3,?,-3

# A different layout for 2 compounds above:
# The line under a structure holds: CFTR F508del cor	FN deposit inh	Statin myotox sup	Cneo AK release	INS-1E GSIS act	miR-122 sensor	PGC1a acetyl inh	PglD inh
Cc1cn(CC(C)C)c(=O)n(-c2ccccc2)c1=O
→ -3.8	3	5	2	51*	0	5	-6
CCNC(=O)C[C@H]1C=C[C@H](NS(=O)(=O)c2ccc(F)cc2)[C@@H](CO)O1
→ -2.1	5	-1	0	14	-3[16.7 µM]	-3	1

# Assay outcomes: PubChem, Broad Institute
